# High-throughput results as filed in PubChem BioAssay.
# Abs 340nm = compound light absorbance at 340 nm, profiling panel, artefact control, biochemical, MLSMR library, data from PS, PMK, MK assays; compound absorbance at 340 nm, fold over control; fold change at 10 µM; 65,000 tested, under 10 active; AID 708, 2007;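 active = at 10 µM dose, initial 340 nm absorbance at least 2 fold that of control wells; inactive = change under 2 fold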;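 note: initial absorbance extrapolated from kinetic A340 decline of NADH oxidation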
# CatB mix inh = cathepsin B inhibitors from pooled compounds, primary screen, biochemical, compound mixtures, AMC fluorescence; Purified cathepsin B, AMC dipeptide fluorescence; inhibition, %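 (ten-compound pools at 5 µM per compound and 50 µM total)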; 0.06% of 62,000 active; AID 488, 2006; in the data active = inhibition above about 22%, passing the limit was not always enough;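 note: 0% = enzyme without compound and 100% = no enzyme blank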
# FXIa inh mix = FXIa protease inhibitors in compound pools, primary screen, biochemical, 10-compound mixtures; Coagulation factor XI (Homo sapiens), P03951; inhibition, % at 5 µM; purified FXIa, fluorogenic substrate, pooled mixtures; 0.19% of 62,000 active;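 note: each value is inhibition by a whole ten-compound pool holding the compound; 0% = enzyme with no mixture and 100% = wells lacking enzyme; strong numbers were not always called active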
# Target sequence (P03951 19-387 limits assumed): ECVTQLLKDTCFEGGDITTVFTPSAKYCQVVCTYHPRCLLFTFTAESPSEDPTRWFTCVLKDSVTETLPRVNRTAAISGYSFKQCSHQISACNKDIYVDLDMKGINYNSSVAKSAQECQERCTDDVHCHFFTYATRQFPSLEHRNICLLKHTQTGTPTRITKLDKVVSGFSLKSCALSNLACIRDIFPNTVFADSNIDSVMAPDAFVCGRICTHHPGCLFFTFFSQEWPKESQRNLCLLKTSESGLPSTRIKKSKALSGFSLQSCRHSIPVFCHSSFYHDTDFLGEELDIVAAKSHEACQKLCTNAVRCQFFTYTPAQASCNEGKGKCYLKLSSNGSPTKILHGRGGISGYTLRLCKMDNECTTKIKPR
# Target sequence (P03951 388-625 limits assumed): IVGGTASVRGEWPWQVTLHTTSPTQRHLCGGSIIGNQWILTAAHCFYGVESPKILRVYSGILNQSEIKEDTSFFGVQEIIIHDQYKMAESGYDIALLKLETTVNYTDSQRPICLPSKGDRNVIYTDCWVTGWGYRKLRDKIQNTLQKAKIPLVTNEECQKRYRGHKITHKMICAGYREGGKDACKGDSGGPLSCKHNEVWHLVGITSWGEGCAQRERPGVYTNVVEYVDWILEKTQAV
# CatB block = human cathepsin B inhibitors, primary screen, biochemical, fluorogenic substrate. AID 453, 2006. 0.1% of 63,000 active. P07858. inhibition, %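 (tested at 10 µM)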. purified cathepsin B, fluorescence; in the data active = inhibition above about 21%;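 note: 0% = enzyme with no compound and 100% = no enzyme blank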
# CatL block = inhibitors of human cathepsin L, biochemical | purified cathepsin L, fluorogenic substrate, fluorescence | AID 460, 2006 | inhibition, %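 (tested at 10 µM)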 | Procathepsin L (Homo sapiens), P07711 | 0.17% of 58,000 active; in the data active = inhibition above about 45%;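 note: 0% = enzyme with no compound and 100% = no enzyme blank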
# C1s inh = complement C1s protease inhibitors, primary screen, biochemical, 10-compound mixtures | Complement C1s subcomponent (Homo sapiens), P09871 | purified C1s, fluorogenic AMC substrate, pooled mixtures | mean inhibition % of two 10-compound mixtures (active compounds read high), % at 5 µM (by protocol) | 0.16% of 62,000 active | AID 538, 2006;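 active = inhibition above 20% in each of the two 10-compound mixture wells holding the compound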;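 note: 0% = enzyme wells lacking compound mixture and 100% = no-enzyme blank wells; some compounds called inactive have numbers as strong as hits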
# Cathepsin G inh = human cathepsin G inhibitors, primary screen, biochemical, pooled compound mixtures, AMC fluorescence; 0.2% of 62,000 active; inhibition, % at 5 µM (by protocol); purified enzyme, AMC-tetrapeptide fluorescence;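 active = inhibition above 20% in each of the two mixture wells holding the compound; inactive = inhibition of 20% or less in either well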;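 note: 0% = enzyme control without mixture and 100% = blank lacking enzyme; strong numbers were not always called active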
# Target sequence (P08311 21-244 limits assumed): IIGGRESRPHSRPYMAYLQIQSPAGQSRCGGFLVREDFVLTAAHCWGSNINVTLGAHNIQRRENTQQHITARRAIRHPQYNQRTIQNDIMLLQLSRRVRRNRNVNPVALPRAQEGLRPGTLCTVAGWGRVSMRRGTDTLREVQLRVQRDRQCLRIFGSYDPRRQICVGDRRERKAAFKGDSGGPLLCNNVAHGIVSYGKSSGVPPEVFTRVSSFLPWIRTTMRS
# FXIIa inh mix = human factor XIIa inhibitors, primary screen, biochemical, pooled compound mixtures, fluorogenic substrate. purified FXIIa. 0.2% of 62,000 active. AID 684, 2007. inhibition, % at 5 µM;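 note: 0% = enzyme without compound and 100% = no enzyme blank; some results filed as inactive read as strong as hits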
# CatS inh = inhibitors of human cathepsin S, biochemical, compound mixtures | recombinant cathepsin S, AMC dipeptide fluorescence, pooled mixtures | inhibition, %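 (tested at 5 µM per compound within 10-compound mixtures)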 | 0.06% of 62,000 active | AID 501, 2006; in the data active = inhibition above about 32%, passing the limit was not always enough;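 note: 0% = enzyme without compound and 100% = blank without enzyme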
# Target sequence (P25774 115-331 limits assumed): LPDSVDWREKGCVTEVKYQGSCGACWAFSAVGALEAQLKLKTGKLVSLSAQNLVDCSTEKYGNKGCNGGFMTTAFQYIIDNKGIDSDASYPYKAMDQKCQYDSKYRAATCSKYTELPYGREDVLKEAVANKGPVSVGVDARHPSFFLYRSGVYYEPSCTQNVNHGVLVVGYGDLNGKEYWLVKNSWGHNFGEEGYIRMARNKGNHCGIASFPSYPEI
# * = called active by the depositor; . = no result given. Cut-off read from the data, not from the text of the source, unless noted: active = inhibition above about 20% (passing the limit was not always enough); inactive = the rest. A portion of the library; the hit share may differ from the screen's.
cpd	Abs 340nm	CatB mix inh	FXIa inh mix	CatB block	CatL block	C1s inh	Cathepsin G inh	FXIIa inh mix	CatS inh	mol
1	1	-1	3	5	13	13	8	5	-3	CCC(C)N1CC(O)=C(c2nc3ccccc3[nH]2)C1=N (stereo not given)
2	1	-2	7	-3	.	4	0	6	-1	Cc1ccc(N(C(=O)c2cccs2)C2C=CS(=O)(=O)C2)cc1 (stereo not given)
3	1	0	6	.	1	-5	8	8	-7	CCN(CC)C(=O)CP(=O)(c1ccccc1)c1ccccc1
4	1.1	12	6	9	-1	-7	-10	-2	24	CCN(CC)c1ccc(C(=O)OCC(=O)c2ccco2)cc1
5	0.97	-13	-33	1	14	-87	-21	38	-11	CCNc1nc(NC#N)nc(SCC(=O)OCC)n1
6	1	-8	6	1	6	-3	-3	-16	3	COc1ccc(C2C(C(=O)NCc3ccccn3)c3ccccc3C(=O)N2C)cc1OC (stereo not given)
7	0.96	-5	1	3	17	-11	5	-13	1	COc1ccc(C(CC(=O)O)NC(=O)COc2ccccc2)cc1 (stereo not given)
8	0.98	-3	4	0	1	-6	0	10	-10	COC(=O)c1ccc(NC(=O)CN2CCN(c3ccc(Cl)cc3)CC2)cc1
9	1.1	4	9	-6	1	0	0	-23	9	Brc1ccc2nc3c(n2c1)CCCC3
10	0.99	7	2	1	5	-19	3	9	1	CCc1ccccc1N1C[C@@]23C=C[C@@H](O2)C(C(=O)OCC(C)C)[C@H]3C1=O (stereo not given in full)
11	1	5	3	2	5	7	9	-17	-3	COC(=O)c1[nH]c2cc(C)ccc2c1NC(=O)CN1CCc2cc(OC)c(OC)cc2C1
12	0.99	2	-10	2	27	-49	-4	-5	-1	Cc1cc(C)n2nc(SCC(=O)Nc3c(C)nn(-c4ccccc4)c3C)nc2n1
13	1	7	5	-3	-1	-8	1	5	-2	COC(=O)C(C(=O)Nc1ncccn1)C1CCCCCC1 (stereo not given)
14	1	5	9	4	-6	18	11	29	-6	Cc1cc(C(=O)OCC(=O)NC2CCS(=O)(=O)C2)c(C)n1-c1ccccc1 (stereo not given)
15	1.1	-1	-1	1	2	-38	-10	-23	0	COc1cccc(-c2nnc(NC(=O)c3ccc(S(=O)(=O)N4CCOCC4)cc3)o2)c1
16	1	3	3	5	3	2	3	13	10	CCOC(=O)C1=C(c2ccccc2)Nc2nc(C)nn2C1c1cccc(OC)c1OC (stereo not given)
17	1	3	30	-3	-3	9	6	3	0	C=C(C)Cn1c(CNC(C)=O)nc2ccccc21
18	1.1	2	-11	-2	-32	-42	-6	-1	0	COC(=O)c1sc2ccccc2c1N
19	0.98	5	1	5	10	-12	-14	1	12	CC(=O)N1CCc2cc(S(=O)(=O)CCC(=O)Nc3cccc(F)c3)ccc21
20	1	5	5	-1	13	11	12	2	21	Cc1ccc(OCC(=O)N(Cc2ccc(N(C)C)cc2)C2CCS(=O)(=O)C2)cc1 (stereo not given)
21	1.1	0	1	-2	22	4	-1	4	0	CCn1c(CCNC(=O)c2ccc(Cl)cc2)nnc1SCC(=O)NC1CCCC1
22	1	-11	1	-1	-4	4	10	-11	-6	O=C1CCCc2c1cc(C(=O)NCc1ccco1)c(=O)n2-c1ccc(Cl)cc1
23	1.1	0	0	-1	.	-16	-3	-6	4	NC(=O)c1c(C(F)(F)F)cc(-c2ccccc2)nc1NCCO
24	1	5	11	-1	11	7	8	10	3	Cc1nc(N2CCc3ccccc32)[nH]c(=O)c1CCC(C)C
25	1	-2	1	0	-39	-9	5	4	15	CCc1c(C)c2ccc(OCC(=O)OC)cc2oc1=O
26	1	-1	5	0	13	13	14	-1	8	O=C(c1cc(=O)c2ccccc2o1)N1CCCc2ccccc21
27	0.98	1	6	7	5	3	-2	8	-11	CN(Cc1cccs1)c1ncnc2sccc12
28	1	3	11	-2	.	-4	0	-2	7	COc1cccc(-c2ccc(=O)n(CC(=O)NCCN3CCOCC3)n2)c1
29	1	2	3	6	23	14	9	4	2	O=C(NCc1ccc(F)cc1)c1noc2c1CCCCC2
30	0.99	3	3	0	10	7	5	-8	-5	O=C1COc2ccc(C(=O)NCc3ccco3)cc2N1

# A draw from above in order of length of the SMILES, highest first:
cpd	Abs 340nm	CatB mix inh	FXIa inh mix	CatB block	CatL block	C1s inh	Cathepsin G inh	FXIIa inh mix	CatS inh	mol
10	0.99	7	2	1	5	-19	3	9	1	CCc1ccccc1N1C[C@@]23C=C[C@@H](O2)C(C(=O)OCC(C)C)[C@H]3C1=O (stereo not given in full)
15	1.1	-1	-1	1	2	-38	-10	-23	0	COc1cccc(-c2nnc(NC(=O)c3ccc(S(=O)(=O)N4CCOCC4)cc3)o2)c1
20	1	5	5	-1	13	11	12	2	21	Cc1ccc(OCC(=O)N(Cc2ccc(N(C)C)cc2)C2CCS(=O)(=O)C2)cc1 (stereo not given)
6	1	-8	6	1	6	-3	-3	-16	3	COc1ccc(C2C(C(=O)NCc3ccccn3)c3ccccc3C(=O)N2C)cc1OC (stereo not given)
16	1	3	3	5	3	2	3	13	10	CCOC(=O)C1=C(c2ccccc2)Nc2nc(C)nn2C1c1cccc(OC)c1OC (stereo not given)
26	1	-1	5	0	13	13	14	-1	8	O=C(c1cc(=O)c2ccccc2o1)N1CCCc2ccccc21
3	1	0	6	.	1	-5	8	8	-7	CCN(CC)C(=O)CP(=O)(c1ccccc1)c1ccccc1
13	1	7	5	-3	-1	-8	1	5	-2	COC(=O)C(C(=O)Nc1ncccn1)C1CCCCCC1 (stereo not given)
29	1	2	3	6	23	14	9	4	2	O=C(NCc1ccc(F)cc1)c1noc2c1CCCCC2
17	1	3	30	-3	-3	9	6	3	0	C=C(C)Cn1c(CNC(C)=O)nc2ccccc21
5	0.97	-13	-33	1	14	-87	-21	38	-11	CCNc1nc(NC#N)nc(SCC(=O)OCC)n1
9	1.1	4	9	-6	1	0	0	-23	9	Brc1ccc2nc3c(n2c1)CCCC3
18	1.1	2	-11	-2	-32	-42	-6	-1	0	COC(=O)c1sc2ccccc2c1N

# Next part:
cpd	Abs 340nm	CatB mix inh	FXIa inh mix	CatB block	CatL block	C1s inh	Cathepsin G inh	FXIIa inh mix	CatS inh	mol
31	1	5	6	2	.	13	13	8	18	Cn1ncc2c(Nc3ccc4ccccc4c3)ncnc21
32	1.1	1	10	-3	-10	-3	0	-8	-2	CC(C)(Oc1ccc(Cl)cc1)C(=O)N1CCN(c2ccccn2)CC1
33	1	0	-3	2	12	-3	3	6	5	Cc1ccc(S(=O)(=O)NC(CC(=O)NC2CCCC2)c2ccco2)cc1 (stereo not given)
34	1.1	3	8	0	-8	12	12	0	-4	CNC(=O)Nc1ccccc1NC(=O)NC
35	1	1	2	2	-9	-27	-13	0	-3	Cn1c(SCC(=O)Nc2ccc(F)cc2F)nnc1-c1cccnc1
36	0.99	0	9	0	8	4	3	2	0	O=C(Nc1nnc(C2CCCC2)s1)C1CCN(S(=O)(=O)c2ccc(Cl)cc2)CC1
37	1.1	-1	2	4	4	0	-1	1	-2	CC(=O)C(Sc1nc(-c2ccc(F)cc2)nc2c1c(=O)n(C)c(=O)n2C)C(C)=O
38	0.99	4	-2	-4	5	-3	0	7	4	Cc1cncn1CCc1nc2c3ccccc3nc(=S)n2[nH]1
39	1	4	7	9	.	8	9	11	0	O=C(Nn1cnnc1)c1ccccc1-c1ccccc1
40	1	-2	1	7	0	-35	-10	3	-4	O=C(NCCCN1CCCC1=O)c1cccc(N2CCCC2=O)c1
41	1.1	-4	4	-3	-9	2	-2	-10	-11	CC(CN1CCCCC1)OC(=O)c1ccccc1Cl (stereo not given)
42	0.99	8	3	3	5	6	-23	13	4	CCOc1ccc(NC(=O)CN2CCN(CC(=O)Nc3ccc(F)c(F)c3)CC2)cc1
43	1.1	5	9	3	23	-49	-2	2	8	C=CCc1cc(/C=N/n2cnnc2)cc(OCC)c1O
44	1	3	32	7	11	-19	-3	4	18	CC(C)CCn1c(=S)[nH]c2ncccc2c1=O
45	0.98	3	13	6	20	-7	0	1	4	CCCCC(=O)Nc1c(O)c2ccccc2[nH]c1=O
46	1	3	-28	0	16	-83	-7	6	3	CCOC(=O)c1c(N)sc2c(OC)c(Br)ccc12
47	1	0	1	1	2	-11	-6	10	-2	Cc1cc(C)nc(N2CCC(C(=O)NC3CCCc4ccccc43)CC2)n1 (stereo not given)
48	1	2	9	4	15	-2	6	13	7	CC1CCN(c2nc3c(c(=O)n(C)c(=O)n3C)n2CCSc2ncccn2)CC1
49	1	17	20	-2	-7	8	17	-19	6	COc1ccc2c(c1)C(C)CC(C)(C)N2C(=O)CSc1ncn[nH]1 (stereo not given)
50	1.1	1	6	4	7	6	10	3	-1	Cc1c(=O)n(OCc2ccccc2)c2ccccc2[n+]1[O-]
51	1	5	7	7	-1	18	13	5	-4	CCOc1ccc(-c2nnc(SCC(=O)N3CCN(c4ccccc4)CC3)o2)cc1
52	1	9	8	-4	2	-23	1	-21	2	CCC(C)NC(=O)C1CCN(S(=O)(=O)CC)CC1 (stereo not given)
53	1	2	4	0	.	-5	-5	29	-8	CCC(=O)NCC(c1cccs1)N1CCOCC1 (stereo not given)
54	1	-9	-8	0	3	-58	-12	-19	2	COc1ccc(C(=O)NCc2cn3cccc(C)c3n2)cc1OC
55	1.1	5	7	.	-4	6	14	6	-3	Cc1ccnc(NC(=O)C23CC4CC(CC(C4)C2)C3)c1
56	1	4	7	1	-8	20	13	-16	5	CCOc1ccc(Cl)cc1CSc1n[nH]c(CC)n1
57	1	0	0	7	38	-33	-6	2	6	Cc1ccc(CN(CC(=O)NCCc2ccccc2)C(=O)CCCC(=O)Nc2cc(C)on2)cc1
58	1	3	4	2	3	3	-3	0	2	Cc1cnc(NC(=O)CN2CCN(c3ccccn3)CC2)s1
59	1	2	14	6	46*	-11	3	-1	15	CC(C)C[C@H](N)c1nnc(S(=O)(=O)Cc2cccc(F)c2)o1
60	1	2	2	-1	13	10	-1	5	6	Clc1c(-c2nnc3n2CCCCC3)sc2ccccc12
61	1	7	3	7	12	-37	-9	6	19	CC1CCCC(C)N1c1nnc(N)s1 (stereo not given)
62	0.99	1	2	5	-21	0	-8	15	-16	Cc1ccc(-c2csc(N(CC3CCCO3)C(=O)c3ccco3)n2)cc1 (stereo not given)
63	1.1	-2	7	-1	-2	1	-1	10	-2	N#Cc1c(N)c(C(=O)c2ccc(Br)cc2)n2c1CCC2
64	1	1	5	1	-3	-7	-5	2	-5	CCCCOc1ccc(CSC(CC(=O)O)C(=O)O)cc1 (stereo not given)
65	1.1	2	0	2	-2	-15	-16	-22	-3	O=C(CSc1nnc2scc(-c3ccc(Cl)cc3)n12)NCc1ccc2c(c1)OCO2
66	1	-5	3	-3	-5	2	1	10	2	CN1CCN(CCCn2cnc3c(=O)oc4ccccc4c32)CC1
67	1	-2	-4	3	.	3	10	-19	3	Cn1c(=O)[nH]c(=O)c2c1nc(NCc1ccccc1)n2CCCc1ccccc1
68	1	-2	3	0	7	-1	1	3	14	COC(=O)C1=C(CSc2nncn2C)NC(=O)NC1c1cc(C)ccc1C (stereo not given)
69	1	6	1	7	13	-22	-15	-4	5	CC(=O)c1ccc(S(=O)(=O)N(Cc2cc3cc4c(cc3[nH]c2=O)OCCO4)CC2CCCO2)cc1 (stereo not given)
70	1.1	0	4	2	14	4	10	5	-1	Nc1ccccc1NC(=O)c1ccccc1N
